Screening results as filed in PubChem BioAssay.
GPR55 beta-arrestin: GPR55 agonists via beta-arrestin recruitment, primary screen, imaging, U2OS cells, beta-arrestin-GFP redistribution (AID 1961); U2OS GPR55 beta-arrestin-GFP redistribution imaging; higher % means a stronger effect; one-dose activation, % at 10 µM; EC50 in µM for titrated hits; 290,000 tested, 0.048% active;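 active means activation above 40% with more than 50 cells counted in the well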;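 further: U2OS osteosarcoma cells stably expressing GPR55 and beta-arrestin-GFP; plate controls were DMSO negative control for no effect and LPI positive control for full effect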
Large T inhibition: SV40 large T antigen inhibitors, biochemical (AID 1903) | inhibition, % at 20 µM, or IC50 in µM where a hit was titrated | SV40 large T antigen ATPase/helicase inhibition assay; higher % means a stronger effect | 310,000 tested, 0.39% active; in the data active means a potency from the dose series; further: strong numbers were not always called active
GPR35 antagonists: inhibition of zaprinast-stimulated GPR35 beta-arrestin translocation – imaging, U2OS, beta-arrestin-GFP, zaprinast agonist, primary screen (AID 2058); U2OS GPR35 beta-arrestin-GFP translocation imaging, zaprinast antagonism; higher % means a stronger effect; 290,000 tested, 0.052% active; inhibition, % at 10 µM, or IC50 in µM where a hit was titrated;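 active means inhibition of at least 50% with at least 30 cells and total cytoplasm GFP at most 10,000,000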
NTR1 ag: agonists of NTR1, primary screen, imaging, U2OS cells, beta-arrestin-GFP, high content (AID 493036). P30989. NTR1-U2OS beta-arrestin-GFP spot imaging, agonist mode. activation, % at 20 µM. 330,000 tested, 0.17% active;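 active means activation at or above 40% of the spot to cytoplasm intensity ratio, with at least 20 cells analyzed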;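 further: 0% = DMSO without peptide and 100% = 100 nM NTR1 peptide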
Target sequence (P30989 whole entry, looked up): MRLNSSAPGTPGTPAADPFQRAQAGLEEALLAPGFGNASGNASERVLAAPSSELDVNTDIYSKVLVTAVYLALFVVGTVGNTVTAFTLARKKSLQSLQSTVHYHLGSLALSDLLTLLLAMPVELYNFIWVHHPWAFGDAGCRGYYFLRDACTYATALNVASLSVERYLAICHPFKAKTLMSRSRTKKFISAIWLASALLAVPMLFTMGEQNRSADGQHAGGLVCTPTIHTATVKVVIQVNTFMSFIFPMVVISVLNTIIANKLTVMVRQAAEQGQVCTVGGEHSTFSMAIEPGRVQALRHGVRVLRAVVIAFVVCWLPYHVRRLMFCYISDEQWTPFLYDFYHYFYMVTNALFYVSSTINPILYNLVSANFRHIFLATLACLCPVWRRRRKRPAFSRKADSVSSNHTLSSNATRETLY
LYP inhibition: PTPN22 lymphoid phosphatase activity blockers – biochemical, fluorescence intensity, uHTS (AID 1779); recombinant LYP phosphatase, fluorescence intensity; higher % means a stronger effect; inhibition, % at 11.5 µM, or IC50 in µM where a hit was titrated; 290,000 tested, 0.054% active; in the data active means inhibition above about 50%;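 further: plate controls were vehicle with enzyme for no effect and no enzyme for full effect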
GPR55 LPI antagonism: GPR55 antagonists blocking LPI-driven arrestin recruitment, primary screen, imaging, U2OS, beta-arrestin-GFP, LPI agonist (AID 2013); U2OS GPR55 beta-arrestin-GFP translocation imaging, LPI antagonism; higher % means a stronger effect; inhibition, % at 10 µM, or IC50 in µM where a hit was titrated; 290,000 tested, 0.13% active;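 active means spots per cell inhibited over 60%, with over 100 cells counted and total cytoplasm intensity under 500,000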;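 further: U2OS cells stably carrying GPR55 and arrestin-GFP stimulated by 5 µM LPI near EC80; imaged beta-arrestin-GFP aggregate spots per cell after agonist stimulation; plate controls were LPI-stimulated DMSO wells for no effect and DMSO wells without LPI for full effect; some results filed as inactive read as strong as hits; confirmed hits need IC50 under 10 µM and bright autofluorescent wells are also inconclusive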
MgcRacGAP inhibition: MgcRacGAP GTPase-activating activity inhibitors, confirmation, biochemical, ADP Hunter fluorescence; inhibition, % at 30 µM, or IC50 in µM where a hit was titrated; 340,000 tested, 0.6% active; AID 624330; MgcRacGAP-stimulated Rac1 GTP hydrolysis, ADP Hunter fluorescence; higher % means a stronger effect; GST-tagged Rac1 F28L mutant substrate;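 active means first-screen hits whose inhibition reached a set limit at any dose in the follow-up dose series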;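 further: fluorescence reports GDP produced by GAP-driven GTP hydrolysis; strong numbers were not always called active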
Hep lipid drop: hepatic lipid droplet formation modulation; inhibition, % at 6.5 µM; AML12 mouse hepatocytes, oleate lipid droplets, BODIPY imaging; 240,000 tested, 0.4% active;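 active means lipid droplet intensity inhibited by at least 50%, with more than 500 cells counted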
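Assay system: AML12 mouse liver cells | Compound: 6.5 µM single-point dosing | Schedule: Overnight exposure | Technique: Fluorescence imaging, 20x objective, two fields per well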
T cell modulator: T cell immune modulation candidate. 330,000 tested, 0.068% active. 2C CD8+ T cell-vesicle binding, flow cytometry; stronger effect = lower value. calls only at 7 µM;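 active means response, share of CD8 T cells binding vesicles, and their 90th percentile fluorescence all below set limits, cut at about 80% in these data, passing the limit was not always enough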
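Also added: QL9-peptide-loaded Drosophila micro-vesicles bearing Ld, ICAM-1 and B7-1; Test system: purified 2C TCR transgenic mouse naive CD8+ T cells; Measured by: cytometric PE anti-B7-1 and Alexa647 anti-CD8 signals after 1% paraformaldehyde fixation; Timing: binding step 1.5 h, 37 °C, antibody labelling 20 min, ice.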
Hep lipid drop cells 6.5 µM: recorded beside Hep lipid drop, whose call it bears; cell count; measured here: cell count, cytotoxicity flag;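 cells counted across two imaged fields per well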
T cell modulator vesicle-bound %: further read-out of T cell modulator, marked with its call; double positive events, %; measured here: CD8+ vesicle-bound cell fraction;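 binding gate set so that unloaded-vesicle control wells show 10% double positive cells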
NTR1 ag cell count 20 µM: also measured in NTR1 ag; calls as there; cell count; measured here: cell count, cytotoxicity flag
Starred values were filed as active, the others as inactive; i = inactive; / = no result given.

SMILES	GPR55 beta-arrestin	Large T inhibition	GPR35 antagonists	NTR1 ag	NTR1 ag cell count 20 µM	LYP inhibition	GPR55 LPI antagonism	MgcRacGAP inhibition	Hep lipid drop	Hep lipid drop cells 6.5 µM	T cell modulator	T cell modulator vesicle-bound %
O=C(c1cccc(C(F)(F)F)c1)C1CCCN(C(=O)/C=C/c2cnc[nH]2)C1 (centres undefined)	-0.1%	6%	-5%	0.1	94	-6%	-11%	5%	0	720	i	3
CCS(=O)(=O)N1Cc2ccccc2CC1C(=O)Nc1ccc(OC)cc1 (centres undefined)	-0.4%	-7%	-2%	-0.2	51	-3%	-8%	5%	-2	685	i	51
OC(CNCc1ccccc1F)COc1cccc2ccccc12 (centres undefined)	0.3%	10%	13%	6.7	32	-8%	-1%	3%	-12	754	i	29
CC1CCCN(S(=O)(=O)c2ccc([N+](=O)[O-])cc2)C1 (centres undefined)	0.2%	8%	7%	-0.2	53	-3%	-4%	3%	1	852	i	56
CC(C)(C)C(=O)CNCC(=O)C(C)(C)C	1.3%	12%	1%	-0.6	67	-9%	-16%	-16%	31	668	i	44
NCCCC[C@@H]1NC(=O)c2cc([N+](=O)[O-])cc(F)c2NCCCC[C@@H](C(N)=O)NC(=O)[C@H](CCC(N)=O)NC1=O	0.6%	6%	-4%	-4.3	84	-6%	4%	13%	7	769	i	28
CCO[C@@H]1OC(C(N)=O)=C[C@H](C(C)(C)C)[C@H]1CCCO	/	10%	/	-0.1	88	/	/	8%	/	/	i	29
COc1cc([N+](=O)[O-])ccc1NC(=O)COC(=O)c1n[nH]c2ccccc12	-0.1%	-6%	-15%	8.0	63	-1%	2%	11%	4	660	i	3
CCC(C(=O)O)n1nnc(-c2ccc(-c3ccc(OC)cc3)cc2)n1 (centres undefined)	-0.1%	17%	2%	2.1	45	2%	6%	3%	-3	728	i	10
COc1cccc(NC(=O)CN(C)C(=O)/C=C/c2ccc3ccccc3n2)c1	/	7%	/	-1.0	43	/	/	1%	/	/	i	52
O=[N+]([O-])c1ccc(O)c(C=Nc2ccc3nc(-c4ccccc4)[nH]c3c2)c1	0.3%	11%	-19%	0.1	62	-6%	4%	25%	1	553	i	46
CN(C)c1cccc(C(=O)N2CCCC(CCC(=O)NCc3ccccc3F)C2)c1 (centres undefined)	-0.2%	8%	-2%	-0.8	61	2%	-1%	3%	-6	711	i	20

Ordered by value in MgcRacGAP inhibition (ascending): three of the compounds above.
compound	GPR55 beta-arrestin	Large T inhibition	GPR35 antagonists	LYP inhibition	GPR55 LPI antagonism	MgcRacGAP inhibition	T cell modulator	T cell modulator vesicle-bound %
CC(C)(C)C(=O)CNCC(=O)C(C)(C)C	1.3%	12%	1%	-9%	-16%	-16%	i	44
CN(C)c1cccc(C(=O)N2CCCC(CCC(=O)NCc3ccccc3F)C2)c1 (centres undefined)	-0.2%	8%	-2%	2%	-1%	3%	i	20
CCS(=O)(=O)N1Cc2ccccc2CC1C(=O)Nc1ccc(OC)cc1 (centres undefined)	-0.4%	-7%	-2%	-3%	-8%	5%	i	51

Further records.
SMILES	GPR55 beta-arrestin	Large T inhibition	GPR35 antagonists	NTR1 ag	NTR1 ag cell count 20 µM	LYP inhibition	GPR55 LPI antagonism	MgcRacGAP inhibition	Hep lipid drop	Hep lipid drop cells 6.5 µM	T cell modulator	T cell modulator vesicle-bound %
C=CCSc1nnc(CNS(=O)(=O)c2ccc(C)cc2)n1C	-0.1%	7%	-1%	-0.6	47	-14%	17%	7%	-7	792	i	20
COC(=O)c1cc(NS(=O)(=O)c2ccc(N3CCC(C)CC3)c([N+](=O)[O-])c2)cc(C(=O)OC)c1	-0.1%	2%	-3%	5.5	75	-1%	7%	4%	-1	649	i	5
Cc1cccc(OCc2nnc(SCC(=O)NC3CCCC3)n2C)c1	/	8%	-9%	-0.7	35	-3%	-1%	5%	/	/	i	47
CS(=O)(=O)NCc1ccc(C(=O)NC2CCCCC2)cc1	0.2%	/	-3%	1.6	48	-8%	2%	-5%	7	690	i	10
COCC(=O)N1CCC(n2nnc3cc(F)ccc32)CC1	-0.1%	6%	-3%	0.1	86	-7%	8%	6%	/	/	i	33
COc1ccc(C2C(C(=O)O)CC(=O)N2c2ccc(OC)cc2)cc1 (centres undefined)	1.9%	8%	-15%	-3.1	52	2%	5%	4%	8	719	i	5
COc1ccc(-c2noc(N3CCC(C(=O)Nc4cc(OC)ccc4OC)CC3)n2)cc1	0.0%	16%	-2%	-0.3	56	-7%	12%	11%	5	726	i	48
CCC(C)NC(=O)C1CCN(S(=O)(=O)c2ccc(Br)s2)CC1 (centres undefined)	-0.1%	4%	-1%	0.1	77	-2%	-8%	0%	-8	679	i	31
CCOC(=O)c1cnc2c(-c3ccc(Cl)cc3)c(C)nn2c1N	0.2%	2%	0%	4.3	44	-11%	9%	14%	-33	683	i	8
COCCN(C)C(=O)CCc1nnc(Cc2ccc(-c3ccccc3)cc2)o1	0.3%	13%	12%	0.1	61	-11%	2%	8%	12	710	i	13
CCC(=O)N(Cc1ccc2c(c1)OCO2)Cc1cc2cc(OC)ccc2[nH]c1=O	-0.2%	5%	-6%	1.2	46	-8%	-2%	10%	/	/	i	49
COc1ccc(C(CNC(=O)COc2cc(C)c(Cl)c(C)c2)N2CCCCC2)cc1 (centres undefined)	-0.1%	10%	1%	1.0	49	4%	1%	13%	-19	740	i	8

Full records as entered above. Order of screens: GPR55 beta-arrestin | Large T inhibition | GPR35 antagonists | NTR1 ag | NTR1 ag cell count 20 µM | LYP inhibition | GPR55 LPI antagonism | MgcRacGAP inhibition | Hep lipid drop | Hep lipid drop cells 6.5 µM | T cell modulator | T cell modulator vesicle-bound %
C=CCSc1nnc(CNS(=O)(=O)c2ccc(C)cc2)n1C is entered as -0.1% | 7% | -1% | -0.6 | 47 | -14% | 17% | 7% | -7 | 792 | i | 20
COc1ccc(-c2noc(N3CCC(C(=O)Nc4cc(OC)ccc4OC)CC3)n2)cc1 is entered as 0.0% | 16% | -2% | -0.3 | 56 | -7% | 12% | 11% | 5 | 726 | i | 48

Other entries follow:
SMILES	GPR55 beta-arrestin	Large T inhibition	GPR35 antagonists	NTR1 ag	NTR1 ag cell count 20 µM	LYP inhibition	GPR55 LPI antagonism	MgcRacGAP inhibition	Hep lipid drop	Hep lipid drop cells 6.5 µM	T cell modulator	T cell modulator vesicle-bound %
CC1CCCN(C(=O)COC(=O)CSc2ccc(C(N)=O)cc2[N+](=O)[O-])C1 (centres undefined)	/	12%	/	-0.3	78	/	/	4%	/	/	i	33
CN1CCN(C2=C(NS(=O)(=O)c3ccccc3)C(=O)c3ccccc3C2=O)CC1	0.2%	9%	17%	-1.0	48	-5%	6%	12%	-5	750	i	11
CC(C)(C)C(=O)Nc1nnc(Cc2ccccc2)s1	0.5%	-3%	-3%	0.3	53	-2%	-6%	0%	-2	747	i	43
CCNC(=S)N1CCN(c2nc(-c3ccc(F)cc3)cs2)CC1	-0.1%	-7%	1%	2.9	52	0%	2%	10%	0	814	i	34
CCSc1nc(N)c(C#N)c(-c2ccco2)c1C#N	-0.1%	5%	9%	0.9	31	-3%	-19%	17%	-1	735	i	57
CC(=O)c1sccc1NC(=O)CC(C)(C)CC(=O)O	0.7%	0%	-10%	0.9	49	-4%	-7%	/	1	655	i	54
Fc1ccccc1/C=N/Nc1ncnc2nc[nH]c12	1.2%	-1%	-6%	0.3	69	-1%	2%	16%	4	708	i	31
O=C(O)CC/C(=N\NC(=O)c1ccccc1)c1cccs1	-0.2%	0%	-11%	-0.3	57	2%	3%	3%	10	701	i	20
COc1ccc(-n2cnnc2SCC(=O)N2CCN(S(=O)(=O)c3ccccc3)CC2)cc1	-0.2%	6%	3%	3.5	55	-10%	-4%	8%	-2	741	i	1
COc1ccc(N2CCN(C(=O)CSc3nnc(CNc4ccccc4)o3)CC2)cc1	-0.1%	1%	-1%	0.1	72	-7%	-2%	17%	-22	677	i	32
CCOC(=O)N1CCc2c(sc3c2c(=O)n(-c2ccc(CC)cc2)c(=O)n3CC(=O)NCC2CCCO2)C1 (centres undefined)	0.4%	1%	4%	-0.8	54	-9%	-2%	9%	-3	723	i	5
COc1ccc(C(=O)O/N=C2\CCS(=O)(=O)c3sccc32)cc1	0.6%	0%	-8%	5.3	46	1%	-3%	8%	4	715	i	10
CNc1nc(OC)nc(N(C#N)CN2C(=O)c3ccccc3S2(=O)=O)n1	0.2%	2%	1%	3.1	36	-5%	15%	-3%	3	710	i	55
Cc1[nH]c(=O)[nH]c(=O)c1S(=O)(=O)N1CCC(C(=O)NC(C)c2ccccc2)CC1 (centres undefined)	-0.1%	17%	-14%	-1.2	67	-11%	4%	11%	-3	765	i	34
Nc1nc(SCc2ccccc2)n[nH]1	-0.6%	12%	4%	-0.8	52	-5%	-6%	-3%	-12	671	i	57
O=C1C(C=Nc2ccccc2)=C(O)c2ccccc21	-0.1%	8%	-1%	-1.1	96	4%	9%	4%	-1	789	i	54
CN1CCN(c2ccccc2NC(=O)c2ccc(-c3ccc(Br)cc3)o2)CC1	0.2%	6%	-5%	6.3	86	-5%	-26%	7%	25	846	i	16
COc1ccccc1N1CCN(C2CC(=O)N(c3ccc(F)cc3)C2=O)CC1 (centres undefined)	-0.4%	2%	15%	1.4	67	-6%	2%	8%	-11	806	i	63
Nc1nc(-c2ccc3c(c2)OCCO3)c(CC(=O)O)s1	-0.2%	9%	23%	-1.4	49	-10%	6%	10%	11	832	i	46
Cc1ccc(NC(=O)CN2C(=O)C3CC=C(Cl)CC3C2=O)cc1 (centres undefined)	0.3%	2%	-3%	-0.3	51	-7%	-8%	7%	2	765	i	40
Cn1ncc(Cl)c1C(=O)N/N=C/c1cccc(OC2CSC2)c1	-0.1%	1%	3%	2.5	77	-7%	1%	2%	1	747	i	40
